Runt-CBFb FRET: blocks binding of human RUNX1 Runt domain to CBFb. Cerulean-Runt/Venus-CBFb FRET ratio 530/480, 1 h. 0.46% of 220,000 active. AID 1496. inhibition, % at 20 µM. Q01196+Q13951;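 active = inhibition over about 50% at 20 µM in the single-dose screen, limit read from the data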;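 also: 0% = DMSO wells and 100% = excess unlabeled CBFb competitor control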
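System: Cerulean-labeled Runt domain protein | Quantity: 100 nM of each labeled protein | Schedule: 1 h compound exposure, room temperature | Detection: Fluorescence energy transfer, 422 nm excitation, 530/480 nm emission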
S1P4 ag: agonists of human S1P4 receptor | O95977 | AID 1509 | 0.35% of 220,000 active | activation, % at 4.98 µM | S1P4-expressing cell line, agonist reporter assay; in the data active = activation above about 11%;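 also: 0% = DMSO vehicle and 100% = reference agonist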
Target sequence (O95977 whole entry, looked up): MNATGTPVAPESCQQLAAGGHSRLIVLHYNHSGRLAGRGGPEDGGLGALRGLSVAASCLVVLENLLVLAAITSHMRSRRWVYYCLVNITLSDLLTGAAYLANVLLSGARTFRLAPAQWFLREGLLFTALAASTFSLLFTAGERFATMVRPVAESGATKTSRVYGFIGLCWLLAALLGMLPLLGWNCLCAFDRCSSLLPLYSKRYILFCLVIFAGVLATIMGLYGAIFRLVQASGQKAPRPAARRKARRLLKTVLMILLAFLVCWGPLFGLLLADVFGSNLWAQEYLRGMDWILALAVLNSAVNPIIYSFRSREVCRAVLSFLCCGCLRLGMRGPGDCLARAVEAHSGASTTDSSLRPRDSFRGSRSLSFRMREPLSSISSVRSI
NPY-Y2 PAM-ag: potentiates or activates human NPY-Y2 receptor. P49146. cells expressing NPY-Y2, potentiator/agonist read-out. activation, % at 3.6 µM. 0.45% of 220,000 active. AID 1359; in the data active = activation above about 27%;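 also: cells stimulated with NPY near EC25 plus isoproterenol at EC100; 0% = vehicle plus submaximal agonist and 100% = vehicle plus saturating agonist; some results beyond the cut were filed as inactive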
BaF3 parental: counter-screen for JAK2V617F inhibitors: parental Ba/F3 viability inhibitors. 1.1% of 220,000 active. inhibition, % at 5.6 µM. AID 1486. CellTiter-Glo ATP luminescence;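 active = inhibition above a per-campaign cutoff, the mean inhibition of all tested compounds plus 3 SD, cut at about 27% in these data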;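 also: 0% = DMSO wells and 100% = JAK Inhibitor I control wells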
RBBP9 inhibitor: inhibitors of human serine hydrolase RBBP9; O75884; inhibition, % at 7.94 µM; 0.2% of 220,000 active; recombinant RBBP9, FP-Rh probe fluorescence polarization;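 active = inhibition above the campaign mean of all tested compounds plus 3 SD, cut at about 14% in these data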;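 also: plate controls were DMSO wells with RBBP9 for no effect and wells lacking RBBP9 protein for full effect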
Target sequence (O75884 whole entry, looked up): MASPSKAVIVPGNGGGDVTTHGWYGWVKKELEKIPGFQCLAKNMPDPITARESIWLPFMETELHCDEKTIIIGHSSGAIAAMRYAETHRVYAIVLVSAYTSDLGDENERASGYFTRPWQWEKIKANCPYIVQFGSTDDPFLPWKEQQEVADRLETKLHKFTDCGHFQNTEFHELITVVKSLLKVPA
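Test system – recombinant human RBBP9 · Input – RBBP9 2.5 µM in dispensing solution, pre-mixing · Medium – Tris buffer pH 8.0, NaCl, Pluronic · Schedule – preincubation 30 min plus labeling 45 min at 25 °C · Measured by – fluorescence polarization · Measure – % inhibition · Controls – DMSO and no-protein wells · Replicates – one well per compound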
S1P4 antagonist: blocks the human S1P4 receptor; S1P4-expressing cells, antagonist mode, reporter read-out; O95977; inhibition, % at 4.98 µM; 0.26% of 220,000 active; in the data active = inhibition above about 29%;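 also: 0% = wells stimulated with agonist and 100% = vehicle wells without agonist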
NPY-Y1 antag: NPY-Y1 (human) receptor antagonism; 1% of 200,000 active; P25929; HEK293-CNG Y1 cells, membrane potential fluorescence; NPY at EC95, then isoproterenol; inhibition, % at 3.6 µM;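 active = inhibition above the campaign mean inhibition of all tested compounds plus 3 SD, cut at about 20% in these data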;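 also: 0% = DMSO wells given NPY plus isoproterenol and 100% = isoproterenol alone without NPY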
Target sequence (P25929 whole entry, looked up): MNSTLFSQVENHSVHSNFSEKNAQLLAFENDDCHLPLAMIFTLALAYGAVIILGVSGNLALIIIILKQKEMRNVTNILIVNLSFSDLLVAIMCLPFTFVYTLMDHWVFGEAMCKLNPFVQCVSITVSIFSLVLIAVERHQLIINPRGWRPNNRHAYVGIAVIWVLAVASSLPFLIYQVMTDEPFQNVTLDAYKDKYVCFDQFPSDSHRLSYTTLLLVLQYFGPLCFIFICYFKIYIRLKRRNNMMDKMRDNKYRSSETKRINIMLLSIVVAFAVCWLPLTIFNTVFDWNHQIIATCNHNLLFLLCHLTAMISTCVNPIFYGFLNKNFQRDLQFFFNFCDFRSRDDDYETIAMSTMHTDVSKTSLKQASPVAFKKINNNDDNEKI
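Assay system: HEK293 cells with Y1 receptor plus CNG channel | Probe or stimulus: NPY (25 nM), isoproterenol (1 µM), Ro 20-1724 (25 µM) | Timing: Compound incubation 1 h at room temperature, readout 45 min post-stimulation | Measured by: Membrane-potential fluorescent dye readout | Benchmarks: High control isoproterenol alone, low control NPY with isoproterenol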
NPY-Y1 PAM-ag: potentiates or activates human NPY-Y1 receptor. P25929. NPY-Y1 expressing cells, potentiator/agonist activation. activation, % at 3.6 µM. 0.37% of 220,000 active. AID 1304; in the data active = activation above about 33%, passing the limit was not always enough;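 also: cells stimulated with NPY at EC10 then isoproterenol at EC100; 0% = low agonist plus stimulus and 100% = saturating agonist plus stimulus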
Ba/F3 V617F tox: loss of viability in JAK2V617F-driven Ba/F3 cells; inhibition, % at 5.6 µM; 1.1% of 220,000 active; Ba/F3 EpoR-JAK2V617F viability, ATP luminescence; AID 1446;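 active = inhibition above the campaign mean plus 3 SD over all tested compounds, cut at about 24% in these data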;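 also: cytokine-independent growth of Ba/F3 cells driven by EpoR plus mutant JAK2; 0% = DMSO-treated cells and 100% = JAK inhibitor I control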
The depositor's hits bear a star.

Cc1ccc(OCCNS(=O)(=O)c2ccc(N3CCCC3=O)cc2)cc1C was read as Runt-CBFb FRET -1, S1P4 ag 0.3, NPY-Y2 PAM-ag 8, BaF3 parental 1, RBBP9 inhibitor -7, S1P4 antagonist -17, NPY-Y1 antag 1, NPY-Y1 PAM-ag 8 and Ba/F3 V617F tox -3.
CSc1nncc(/C(C)=N\Nc2cccc(C)c2)n1 was read as Runt-CBFb FRET 2, S1P4 ag 0.1, NPY-Y2 PAM-ag 2, BaF3 parental 2, RBBP9 inhibitor -1, S1P4 antagonist 0, NPY-Y1 antag -2, NPY-Y1 PAM-ag -11 and Ba/F3 V617F tox 0.
COc1cccc(NC(=O)c2cn(C)c(=O)c3cc(OC)c(OC)cc23)c1 was read as Runt-CBFb FRET -4, S1P4 ag 1.4, NPY-Y2 PAM-ag -3, BaF3 parental 2, RBBP9 inhibitor -9, S1P4 antagonist -5, NPY-Y1 antag 3, NPY-Y1 PAM-ag -1 and Ba/F3 V617F tox 4.
For O=c1[nH]c(/C(Cl)=C/c2cccc(C(F)(F)F)c2)nc2cc(Cl)ccc12 the results were Runt-CBFb FRET -2, S1P4 ag 0.2, NPY-Y2 PAM-ag 6, BaF3 parental 3, RBBP9 inhibitor -6, S1P4 antagonist 3, NPY-Y1 antag 3, NPY-Y1 PAM-ag 7 and Ba/F3 V617F tox -1.
For O=C1C=CC(=O)C(C2=C3C(=O)N(CCc4ccccc4)CC(=O)N3CCC2)=C1 the results were Runt-CBFb FRET 21, S1P4 ag -0.5, NPY-Y2 PAM-ag 7, BaF3 parental -1, RBBP9 inhibitor 6, S1P4 antagonist -2, NPY-Y1 antag 4, NPY-Y1 PAM-ag -5 and Ba/F3 V617F tox -5.
`CC(=O)C1=C(C)N(CC2CC2)C(=O)N[C@H]1c1ccccc1` gave Runt-CBFb FRET -4, S1P4 ag 1.3, NPY-Y2 PAM-ag 20, BaF3 parental 6, RBBP9 inhibitor -2, S1P4 antagonist 6, NPY-Y1 antag -5, NPY-Y1 PAM-ag 9 and Ba/F3 V617F tox 2.
Screening O=C(CCc1ccc(S(=O)(=O)N2CCOCC2)cc1)N1CCN(Cc2ccc3c(c2)OCO3)CC1 returned Runt-CBFb FRET -1, S1P4 ag 2.1, NPY-Y2 PAM-ag 11, BaF3 parental 5, RBBP9 inhibitor 1, S1P4 antagonist -15, NPY-Y1 antag 0, NPY-Y1 PAM-ag -7 and Ba/F3 V617F tox 1.
O=C(CSc1nc2ccccc2o1)N1CCN(S(=O)(=O)c2ccc3ccccc3c2)CC1 was read as Runt-CBFb FRET 0, S1P4 ag -0.1, NPY-Y2 PAM-ag 6, BaF3 parental 3, RBBP9 inhibitor -6, S1P4 antagonist -19, NPY-Y1 antag -5, NPY-Y1 PAM-ag 14 and Ba/F3 V617F tox -2.
`Cn1nc(C(F)(F)F)c(-c2ccc(Br)cc2)c1NC(=O)CSCC(=O)O` gave Runt-CBFb FRET 3, S1P4 ag -0.3, NPY-Y2 PAM-ag -6, BaF3 parental -6, RBBP9 inhibitor -8, S1P4 antagonist 2, NPY-Y1 PAM-ag -19 and Ba/F3 V617F tox -2.
Screening CC(Sc1nnnn1-c1ccccc1)C(=O)Nc1ccc(Cl)cn1 (centres undefined) returned Runt-CBFb FRET 2, S1P4 ag 2.5, NPY-Y2 PAM-ag 0, BaF3 parental 3, RBBP9 inhibitor -14, S1P4 antagonist -19, NPY-Y1 antag 9, NPY-Y1 PAM-ag 1 and Ba/F3 V617F tox -2.
Screening CCN(CC)c1nc2ccccc2nc1-n1nc(C)cc1C returned Runt-CBFb FRET 7, S1P4 ag 0.7, NPY-Y2 PAM-ag 6, BaF3 parental 1, RBBP9 inhibitor -1, S1P4 antagonist 10, NPY-Y1 antag 2, NPY-Y1 PAM-ag 5 and Ba/F3 V617F tox -3.
CCCC(c1nnnn1CC(=O)OCC)N(Cc1cc2ccc(C)cc2[nH]c1=O)C1CCCC1 (centres undefined) was read as Runt-CBFb FRET 2, S1P4 ag -0.7, NPY-Y2 PAM-ag -11, BaF3 parental 1, RBBP9 inhibitor 5, S1P4 antagonist -13, NPY-Y1 antag 0, NPY-Y1 PAM-ag 1 and Ba/F3 V617F tox -3.
`C=CCOC(=O)/C(=C\c1cccc2ccccc12)NC(=O)c1ccccc1` gave S1P4 ag -0.5, NPY-Y2 PAM-ag -33, BaF3 parental 0, RBBP9 inhibitor -7, S1P4 antagonist 2, NPY-Y1 antag 8, NPY-Y1 PAM-ag -24 and Ba/F3 V617F tox 3.
COc1ccc(OC)c(CNC(=O)c2cc(=O)[nH]c3ccc(S(=O)(=O)N4CCCC4)cc23)c1 was read as Runt-CBFb FRET -2, S1P4 ag -1.6, NPY-Y2 PAM-ag 0, BaF3 parental 3, RBBP9 inhibitor -4, S1P4 antagonist 5, NPY-Y1 antag 1, NPY-Y1 PAM-ag 22 and Ba/F3 V617F tox 3.
CCCOc1ccc(C(O)C(CN2CCOCC2)c2ccccc2)cc1 (centres undefined) was read as Runt-CBFb FRET -2, S1P4 ag 0.8, NPY-Y2 PAM-ag -16, BaF3 parental 6, RBBP9 inhibitor -3, S1P4 antagonist -22, NPY-Y1 antag -2, NPY-Y1 PAM-ag -6 and Ba/F3 V617F tox 1.
`CCOc1ccccc1NC(=O)CSc1ccccc1` gave Runt-CBFb FRET -1, S1P4 ag 2.0, NPY-Y2 PAM-ag -4, BaF3 parental 5, RBBP9 inhibitor -7, S1P4 antagonist 3, NPY-Y1 antag 6, NPY-Y1 PAM-ag -10 and Ba/F3 V617F tox 3.
`COc1ccc(NCc2nnc(SCC(=O)c3ccc(OC)cc3)n2C)cc1` gave Runt-CBFb FRET 4, S1P4 ag -1.2, NPY-Y2 PAM-ag -5, BaF3 parental 9, RBBP9 inhibitor -14, S1P4 antagonist -9, NPY-Y1 antag 4, NPY-Y1 PAM-ag -1 and Ba/F3 V617F tox 2.
CSc1sc(C)cc1C1C(C#N)=C(N)N(c2cccnc2)C2=C1C(=O)CC(C)(C)C2 (centres undefined) was read as Runt-CBFb FRET -6, S1P4 ag -0.6, NPY-Y2 PAM-ag 7, BaF3 parental 5, RBBP9 inhibitor -1, S1P4 antagonist 3, NPY-Y1 antag 7, NPY-Y1 PAM-ag 8 and Ba/F3 V617F tox 1.
CC(=O)c1cccc(NC(=O)C2CC(=O)N(CCc3ccccc3)C2)c1 (centres undefined) was read as Runt-CBFb FRET -1, S1P4 ag -0.4, NPY-Y2 PAM-ag -4, BaF3 parental 2, RBBP9 inhibitor -5, S1P4 antagonist 6, NPY-Y1 antag 1, NPY-Y1 PAM-ag 3 and Ba/F3 V617F tox -5.
Screening O=C(c1cc(-c2cccs2)nc2ccccc12)N1CCN(c2ccccc2O)CC1 returned Runt-CBFb FRET 1, S1P4 ag -0.9, NPY-Y2 PAM-ag -5, BaF3 parental 4, RBBP9 inhibitor -9, S1P4 antagonist 0, NPY-Y1 antag 0, NPY-Y1 PAM-ag -3 and Ba/F3 V617F tox 3.
CCn1c(=O)cc(O)c2ccccc21 was read as Runt-CBFb FRET 4, S1P4 ag 0.7, NPY-Y2 PAM-ag -1, BaF3 parental -2, RBBP9 inhibitor 0, S1P4 antagonist -11, NPY-Y1 antag 4, NPY-Y1 PAM-ag -5 and Ba/F3 V617F tox -4.
For CCCOc1ccc(Cn2c(C)nc([N+](=O)[O-])c2SCC(O)COC)cc1[N+](=O)[O-] (centres undefined) the results were Runt-CBFb FRET -2, S1P4 ag -1.0, NPY-Y2 PAM-ag -13, BaF3 parental 4, RBBP9 inhibitor -5, S1P4 antagonist 0, NPY-Y1 antag 2, NPY-Y1 PAM-ag -9 and Ba/F3 V617F tox -1.
For C=CCNS(=O)(=O)c1ccc(OCC(=O)OCC)cc1 the results were Runt-CBFb FRET 2, S1P4 ag -1.4, NPY-Y2 PAM-ag -13, BaF3 parental 5, RBBP9 inhibitor 0, S1P4 antagonist -3, NPY-Y1 antag -1, NPY-Y1 PAM-ag -19 and Ba/F3 V617F tox 2.
`COc1ccc2c(c1)c1ncn(CC3CCCO3)c(=O)c1n2C` (centres undefined) gave Runt-CBFb FRET 0, S1P4 ag -0.1, NPY-Y2 PAM-ag 6, BaF3 parental 0, RBBP9 inhibitor 0, S1P4 antagonist -4, NPY-Y1 PAM-ag 13 and Ba/F3 V617F tox -1.
`CCOC(=O)N1CCC(=NNc2nc(C)cc(=O)[nH]2)CC1` gave Runt-CBFb FRET -2, S1P4 ag -1.9, NPY-Y2 PAM-ag 9, BaF3 parental 2, RBBP9 inhibitor 2, S1P4 antagonist 5, NPY-Y1 antag 0, NPY-Y1 PAM-ag 21 and Ba/F3 V617F tox -2.
`O=C(Oc1ccc(N(C(=O)c2ccncc2)S(=O)(=O)c2ccc(F)cc2)cc1)c1ccncc1` gave Runt-CBFb FRET -2, S1P4 ag -0.1, NPY-Y2 PAM-ag -21, BaF3 parental 7, RBBP9 inhibitor 7, S1P4 antagonist -5, NPY-Y1 antag 0, NPY-Y1 PAM-ag 6 and Ba/F3 V617F tox -1.
`COc1ccc(C(=O)OC(COc2ccccc2)Cn2ccnc2)cc1` (centres undefined) gave Runt-CBFb FRET -6, S1P4 ag 0.9, NPY-Y2 PAM-ag -3, BaF3 parental -3, RBBP9 inhibitor 0, S1P4 antagonist -6, NPY-Y1 antag 4, NPY-Y1 PAM-ag -27 and Ba/F3 V617F tox -3.
Screening Cc1noc(C)c1CSCC(=O)NC1=NCCS1 returned Runt-CBFb FRET 1, S1P4 ag 0.0, NPY-Y2 PAM-ag -3, BaF3 parental 2, RBBP9 inhibitor -11, S1P4 antagonist -14, NPY-Y1 antag 7, NPY-Y1 PAM-ag 2 and Ba/F3 V617F tox 1.
Cc1ccc(C)c(NC(=O)c2ncn[nH]2)c1 was read as Runt-CBFb FRET -2, S1P4 ag -0.4, NPY-Y2 PAM-ag 7, BaF3 parental 1, RBBP9 inhibitor -4, S1P4 antagonist 3, NPY-Y1 antag 1, NPY-Y1 PAM-ag 19 and Ba/F3 V617F tox 1.
O=C(c1ccccc1F)N1CCN(c2ccc([N+](=O)[O-])c(N3CCOCC3)c2)CC1 was read as Runt-CBFb FRET -1, S1P4 ag 0.1, NPY-Y2 PAM-ag 3, BaF3 parental 7, RBBP9 inhibitor -9, S1P4 antagonist -3, NPY-Y1 antag -1, NPY-Y1 PAM-ag 9 and Ba/F3 V617F tox 4.
For Cc1ccc(S(=O)(=O)/N=S(\C)C(C)C)cc1 (centres undefined) the results were Runt-CBFb FRET 0, S1P4 ag 0.2, NPY-Y2 PAM-ag -2, BaF3 parental 4, RBBP9 inhibitor -8, S1P4 antagonist -5, NPY-Y1 antag -4, NPY-Y1 PAM-ag 13 and Ba/F3 V617F tox -3.
For Cc1csc2c(N3CCCCC3)ncnc12 the results were Runt-CBFb FRET 2, S1P4 ag -0.1, NPY-Y2 PAM-ag -5, BaF3 parental 3, RBBP9 inhibitor 3, S1P4 antagonist 10, NPY-Y1 PAM-ag 10 and Ba/F3 V617F tox -2.

High-throughput results as filed in PubChem.
